# Bioassay records deposited in PubChem BioAssay by Southern Research Specialized Biocontainment Screening Center.
# PhoP GFP inhibition: Inhibition of PhoP regulon, Salmonella typhi GFP reporter cells, confirmation, 4 h (AID 1850) | inhibition, % at 50 µM, or IC50 in µM where a hit was titrated | actives 0.33% (n = 310,000) | Salmonella Typhi PhoP-promoter GFP reporter, fluorescence, 4 h; higher % means a stronger effect; in the data active = a potency from the dose series; inconclusive = inhibition mostly from about 25% at the one dose, without a potency; inactive = the rest, 99 in 100 with inhibition below about 19%;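 note: 0% = induced wells with vehicle and 100% = uninduced wells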
# M. tuberculosis: growth inhibition of non-replicating M. tuberculosis (AID 488890) | Mycobacterium tuberculosis non-replicating, growth inhibition; higher % means a stronger effect | inhibition, % at 25 µM, or IC50 in µM where a hit was titrated | actives 0.39% (n = 320,000); in the data active = a potency from the dose series; inconclusive = inhibition mostly from about 82% at the one dose, without a potency; inactive = the rest, 99 in 100 with inhibition below about 76%;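 note: plate controls were DMSO cells for no effect and high antibiotic wells for full effect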
# H37Rv inhibition: M. tuberculosis growth inhibition, HTS (AID 449762); actives 0.59% (n = 330,000); M. tuberculosis H37Rv growth inhibition, 7H9 media; higher % means a stronger effect; one-dose inhibition, % at 25 µM; IC50 in µM for titrated hits; in the data active = a potency from the dose series; inconclusive = inhibition above about 70% without an active follow-up result;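 note: bacterial growth assessed after seven days of incubation; strong numbers were not always called active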
# influenza NS1A: NS1A inhibition, H1N1 influenza, cell based functional assay (AID 504329) | actives 0.3% (n = 340,000) | one-dose inhibition, % at 12.5 µM; IC50 in µM for titrated hits | NS1A functional cell-based assay, percent inhibition; higher % means a stronger effect; in the data active = a potency from the dose series; inconclusive = inhibition above about 27% without an active follow-up result; note: strong numbers were not always called active
# VEEV TC-83 Vero: inhibitors of VEEV TC-83 cytopathic effect, confirmation, Vero cells (AID 588727); Vero cells, VEEV TC-83 cytopathic effect inhibition; higher % means a stronger effect; actives 0.13% (n = 350,000); one-dose inhibition, % at 20 µM; IC50 in µM for titrated hits; in the data active = a potency from the dose series; inconclusive = inhibition mostly from about 14% at the one dose, without a potency; inactive = the rest, 99 in 100 with inhibition below about 12%; note: strong numbers were not always called active
# An asterisk follows results filed as active; i = inactive; ? = inconclusive; . = not tested or not shown; & = joins results of further samples.
no.	compound	PhoP GFP inhibition	M. tuberculosis	H37Rv inhibition	influenza NS1A	VEEV TC-83 Vero
1	Cc1ccccc1S(=O)(=O)NCc1ccc(N2CCN(C)CC2)cc1	-4%	-2%	-1%	.	i
2	COc1cc2c(c(OC)c1OC)C(=O)CO2	.	.	.	-8%	2.5%
3	Cn1cccc1/C=C1\SC(=S)N(Nc2ccccc2)C1=O	4%	13%	50%	17%	1.2%
4	O=C(CCCN1C(=O)/C(=C/c2ccccc2)SC1=S)N1CCOCC1	-25%	56%	3%	9%	i
5	CN(C(=O)c1ccc2c(c1)OCO2)C1(C(=O)NC2CCCCC2)CCCCC1	-8%	4%	-1%	16%	1.4%
6	COc1cc(Cl)c(NC2=CC(=O)C(=O)c3ccccc32)c(OC)c1	.	49%	4%	-3%	2.5%
7	O=C(Nc1ccnn1C1CCN(Cc2ccccc2)CC1)C1CCCC1	-12%	2%	7%	-7%	0.9%
8	Cc1ccc(CC(=O)Nc2ccc([N+](=O)[O-])cc2C)cc1	-7%	14%	-17%	5%	0.1%
9	CCCCn1c(N)c(N(CCOC)C(=O)c2ccc(S(=O)(=O)N(CC)c3ccccc3)cc2)c(=O)[nH]c1=O	10%	4%	-5%	-4%	1.6%
10	CCOC(=O)CCNC(=O)Nc1ccc2nc(C)n(Cc3ccc(Cl)cc3)c(=O)c2c1	-4%&-8%	-6%	-5%	13%	0.1%

# Next section.
no.	compound	PhoP GFP inhibition	M. tuberculosis	H37Rv inhibition	influenza NS1A	VEEV TC-83 Vero
11	CCCCOc1ccc(C(=O)NCC(=O)NNC(=O)C2COc3ccccc3O2)cc1 (configuration not stated)	.	-14%	-13%	-21%	3.1%
12	O=C(Nc1ccn(Cc2ccccc2F)n1)c1ccc(COc2ccc(Br)cc2)cc1	4%	35%	38%	2%	4.9%
13	CCCCC(=O)NC1(C(F)(F)F)C(=O)Nc2c1c(=O)n(C)c(=O)n2C (configuration not stated)	1%	-13%	0%	-24%	0.8%
14	Cc1ccc(C)c(S(=O)(=O)N2CCCOC2CNC(=O)C(=O)NCc2ccc3c(c2)OCO3)c1 (configuration not stated)	-7%	16%	-14%	-4%	9.2%
15	O=C(O)CC/C(=N/NC(=O)CNC(=O)C(c1ccccc1)c1ccccc1)c1ccccc1	6%	9%	7%	13%	i
16	COc1cccc2cc(C(C)N(CCCN3CCOCC3)C(=S)Nc3cccc(C)c3)oc12 (configuration not stated)	1%	-18%	4%	12%	0.4%
17	CCCCOc1ccccc1C1C(C(N)=O)=C(C)Nc2nnnn21 (configuration not stated)	-2%	2%	5%	6%	0.1%
18	CC(C)(C)OC(=O)C[C@@H]1C/C=C\C[C@H](CC(=O)N[C@H](CO)Cc2ccccc2)C(=O)N2CCC[C@H]2COC1=O	.	3%	5%	5%	0.4%
19	Cc1cccc(NC(=O)c2ccc([N+](=O)[O-])o2)c1	16%	?	?	4%	40%
20	COc1ccc(C)cc1NC(=O)CCS(=O)(=O)c1cccc2nonc12	-6%	32%	12%	10%	4.7%

# An excerpt of these results, field by field.
11: CCCCOc1ccc(C(=O)NCC(=O)NNC(=O)C2COc3ccccc3O2)cc1 (configuration not stated)
- PhoP GFP inhibition = .
- M. tuberculosis = -14%
- H37Rv inhibition = -13%
- influenza NS1A = -21%
- VEEV TC-83 Vero = 3.1%

9: CCCCn1c(N)c(N(CCOC)C(=O)c2ccc(S(=O)(=O)N(CC)c3ccccc3)cc2)c(=O)[nH]c1=O
- PhoP GFP inhibition = 10%
- M. tuberculosis = 4%
- H37Rv inhibition = -5%
- influenza NS1A = -4%
- VEEV TC-83 Vero = 1.6%

15: O=C(O)CC/C(=N/NC(=O)CNC(=O)C(c1ccccc1)c1ccccc1)c1ccccc1
- PhoP GFP inhibition = 6%
- M. tuberculosis = 9%
- H37Rv inhibition = 7%
- influenza NS1A = 13%
- VEEV TC-83 Vero = i

6: COc1cc(Cl)c(NC2=CC(=O)C(=O)c3ccccc32)c(OC)c1
- PhoP GFP inhibition = .
- M. tuberculosis = 49%
- H37Rv inhibition = 4%
- influenza NS1A = -3%
- VEEV TC-83 Vero = 2.5%

# Further results follow.
no.	compound	PhoP GFP inhibition	M. tuberculosis	H37Rv inhibition	influenza NS1A	VEEV TC-83 Vero
21	Cc1cc(C)c2sc(N(CCCN(C)C)C(=O)c3ccc(S(=O)(=O)N(C)C4CCCCC4)cc3)nc2c1	13%	75%	?	22%	i
22	Cc1nnc2n(-c3ccccc3)c(=O)c3c4c(sc3n12)CCCC4	-5%	-13%	0%	5%	0.3%
23	CC(=O)Nc1ccc(NC(=O)C(C)OC(=O)C2CCC2)cc1 (configuration not stated)	2%	6%	-2%	-3%	1.3%
24	COC(=O)c1ccc(C(C(=O)NC2CCCCC2)N(CCN2CCOCC2)C(=O)Cc2cccs2)cc1 (configuration not stated)	5%	19%	4%	-8%	i
25	Cc1ccc(SCC(=O)OCC(=O)NC(C)c2ccc(F)cc2)cc1 (configuration not stated)	.	17%	6%	-8%	2.0%
26	O=C(COC(=O)Cc1ccc(S(=O)(=O)N2CCCCC2)s1)Nc1ccc2c(c1)OCO2	8%	28%	32%	4%	0.6%
27	CS(=O)(=O)Nc1ccc(C(=O)CSc2nnc(C3CC3)n2C2CC2)cc1	.	.	.	-9%	5.6%
28	CCCOc1ccc(C(=O)NC(=S)N2C[C@H]3C[C@H](C2)c2cccc(=O)n2C3)cc1	7%	61%	-18%	-7%	0.6%
29	O=C(O)c1cc(NC(=O)c2ccc3c(c2)C(=O)N(Cc2cccnc2)C3=O)cc(C(=O)O)c1	-9%	-8%	-9%	-7%	1.8%
30	O=C1Nc2ncccc2OC1CCO (configuration not stated)	4%	-9%	-5%	6%	i

# Continuation:
no.	compound	PhoP GFP inhibition	M. tuberculosis	H37Rv inhibition	influenza NS1A	VEEV TC-83 Vero
31	COc1ccc2c(c1)OC[C@H]1[C@@H]2N2C(=O)[C@@H](C)NC(=O)[C@@]2(C)[C@H]1c1ccccc1	.	28%	-8%	-9%	1.3%
32	CC(C)CCNC(=O)c1onc(CSc2ccc(F)c(F)c2)c1C(=O)NCCC(C)C	-1%	13%	-10%	-15%	1.6%
33	Cc1ccc([N+](=O)[O-])cc1S(=O)(=O)Nc1ccc(OCC(=O)N2CCOCC2)cc1	-11%	7%	0%	-6%	1.5%
34	CC1CCCN(C(=O)C2CCN(S(=O)(=O)c3ccccc3)CC2)C1 (configuration not stated)	.	3%	-4%	2%	5.6%
35	CC(C)CCNC(=O)CN(C(=O)CCC(=O)Nc1ccccn1)c1ccc2c(c1)OCO2	-10%	8%	-7%	3%	9.0%
36	O=C(NCCN1CCOCC1)c1cn(-c2ccccc2)nc1-c1cccs1	-7%	-1%	-5%	-3%	4.7%
37	O=C(COc1cccc2c1CCN(Cc1ccc(Cl)cc1)C2=O)N1CCOCC1	-7%	4%	3%	-5%	0.3%
38	CCCc1cc(=O)[nH]c(SCC(=O)c2c(N)n(CC(C)C)c(=O)n(C)c2=O)n1	6%	-7%	-1%	1%	6.4%
39	Cc1ccc(NC(=O)Cn2nnc(C(=O)NCc3cccs3)c2N)cc1	0%	-6%	-10%	-5%	2.7%
40	COCCNC(=O)CCSc1nc(-c2ccc(OC)cc2)cc(C(F)(F)F)n1	2%	6%	6%	-1%	4.5%

# In a second layout: entries from further up
[31] COc1ccc2c(c1)OC[C@H]1[C@@H]2N2C(=O)[C@@H](C)NC(=O)[C@@]2(C)[C@H]1c1ccccc1
[32] CC(C)CCNC(=O)c1onc(CSc2ccc(F)c(F)c2)c1C(=O)NCCC(C)C
[33] Cc1ccc([N+](=O)[O-])cc1S(=O)(=O)Nc1ccc(OCC(=O)N2CCOCC2)cc1
Compound | 31 | 32 | 33
PhoP GFP inhibition | . | -1% | -11%
M. tuberculosis | 28% | 13% | 7%
H37Rv inhibition | -8% | -10% | 0%
influenza NS1A | -9% | -15% | -6%
VEEV TC-83 Vero | 1.3% | 1.6% | 1.5%

# Further compounds follow:
no.	compound	PhoP GFP inhibition	M. tuberculosis	H37Rv inhibition	influenza NS1A	VEEV TC-83 Vero
41	Cn1c2ccc(CC(=O)O)cc2c2cc(CC(=O)O)ccc21	-9%	-7%	-4%	-7%	0.9%
42	COc1ccccc1CC(=O)NNC(=O)c1ccco1	13%	-10%	1%	11%	0.1%
43	Fc1ccc(-c2cc(C(F)(F)F)nc(NCC3CCCO3)n2)cc1 (configuration not stated)	-5%	4%	18%	-9%	6.0%
44	CCCCN(C(=O)c1cc2ccccc2o1)c1c(N)n(CCC)c(=O)[nH]c1=O	2%	-4%	-2%	1%	i
45	CC1CCCCC1NC(=O)Cn1nc(-c2ccccc2)ccc1=O (configuration not stated)	1%	5%	0%	-4%	0.5%
46	Cc1ccc(C)c(S(=O)(=O)N2C(=S)NC(=O)C2C(C)C)c1 (configuration not stated)	2%	49%	2%	-13%	0.4%
47	CCc1ccc(CN2CCC(N3CCC(C(=O)N4CCCC4)CC3)CC2)o1	-3%	10%	1%	-3%	i
48	CCn1cc(C(=O)O)c(=O)c2cc(F)c(N3CCN(S(=O)(=O)c4ccc(Br)cc4)CC3)cc21	3%	24%	2%	.	.
49	O=C(c1nc2ncccn2n1)N1CCN(c2ccccc2)CC1	6%	-11%	-4%	-22%	0.2%
50	COc1cccc(C2c3[nH]c4ccccc4c3C[C@H]3C(=O)N(C)CC(=O)N23)c1 (some centres not stated)	0%	-7%	0%	-3%	1.6%

# (cont.)
no.	compound	PhoP GFP inhibition	M. tuberculosis	H37Rv inhibition	influenza NS1A	VEEV TC-83 Vero
51	CC(C)C(=O)Nc1ccc([N+](=O)[O-])cc1Br	-1%	-13%	2%	3%	0.6%
52	O=C(O)C/C(=C\c1ccc(N2CCOCC2)c([N+](=O)[O-])c1)c1nc2ccccc2s1	-6%	15%	-7%	10%	1.0%
53	COc1ccc(NC(=O)c2ccccc2O)c(OC)c1	4%	72%	20%	4%	i
54	O=C(c1ccc(Br)cc1)N1CCCc2ccccc21	1%	51%	1%	-8%	2.2%
55	Cc1ccc(C(OCC(C)(C)C[N+](C)(C)C)c2ccccc2)cc1 (configuration not stated)	-8%	70%	0%	-2%	i
56	CC1=CCC2C(=O)N(Cc3ccccc3)C(=O)C2C1 (configuration not stated)	-4%	13%	4%	-19%	0.3%
57	COc1ccc(-c2nnc(NC(=O)C(C)C)s2)c(OC)c1	-11%	-21%	-2%	1%	8.8%
58	Cn1c(=O)c(N)c2c3c(c(Br)ccc31)C(=O)c1ccccc1-2	-150%	34%	-7%	-22%	9.3%
59	Cc1nc(N=Nc2ccc(O)cc2)n[nH]1	30%	14%	-2%	-10%	1.1%
60	COc1ccc(-c2nnc(SCC(=O)Nc3cc(C)on3)n2C)cc1OC	1%	10%	-5%	-5%	2.2%

# The list goes on.
no.	compound	PhoP GFP inhibition	M. tuberculosis	H37Rv inhibition	influenza NS1A	VEEV TC-83 Vero
61	Cn1c(-c2ccc(C(=O)c3ccccc3)s2)nc2ccccc21	-5%	-3%	4%	9%	1.1%
62	O=C(OCc1ccc(COC(=O)c2ccc(O)cc2)cc1)c1ccc(O)cc1	-10%	60%	0%	-10%	4.4%
63	Fc1ccccc1Cn1cnc(NC(=S)NCCc2ccccc2)n1	-15%	24%	-1%	.	.
64	CC(Oc1ccc2c(=O)c(-c3ccc(Cl)cc3)c(C(F)(F)F)oc2c1)C(=O)O (configuration not stated)	-6%	3%	-11%	-9%	i
65	Cc1cccc(C)c1NC(=O)c1ccc(CN2CCc3ccccc3C2)cc1	-4%	18%	24%	-6%	2.0%
66	COc1ccc(/C=C2\Sc3ccc(C(=O)N4CCN(Cc5ccccc5)CC4)cc3N(C)C2=O)cc1OC	-1%	23%	?	7%	5.0%
